# APOBEC3A inh: blocks human APOBEC3A ssDNA deamination. P31941. recombinant A3A, FAM/TAMRA ssDNA deamination fluorescence. inhibition, % at 20 µM. hit rate 0.41% among 330,000. AID 493011;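 active = at least 40% inhibition at 20 µM here, with at most 30% in a related deaminase screen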;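 also: plate controls were A3A with DMSO for no effect and wells lacking A3A enzyme for full effect; some results filed as inactive read as strong as hits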
# Target sequence (P31941 whole entry, looked up): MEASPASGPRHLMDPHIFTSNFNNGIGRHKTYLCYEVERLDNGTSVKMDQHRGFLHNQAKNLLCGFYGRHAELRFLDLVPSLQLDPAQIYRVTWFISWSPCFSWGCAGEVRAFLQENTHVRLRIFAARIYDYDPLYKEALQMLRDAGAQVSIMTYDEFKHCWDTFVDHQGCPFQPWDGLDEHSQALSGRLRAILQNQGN
# TIM10 inh: inhibits growth of TIM10 yeast strain | S. cerevisiae TIM10 strain growth, BacTiter-Glo luminescence, 24 h | inhibition, % at 10 µM | hit rate 1.4% among 330,000;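 active = inhibition of 40% or more at the single tested concentration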;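 also: wild-type TIM10 isogenic control strain grown at permissive 25 °C; 0% = DMSO yeast wells and 100% = minimal medium wells without yeast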
# beta cell repl: induces beta-cell replication in MIN6 cells | MIN6 cells proliferation, ATPlite luminescence, 48 h; cells starved in 0.2% serum; 100% = growth in 10% serum | proliferation, % at 10 µM | hit rate 0.29% among 330,000 | AID 2380;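 active = compounds whose signal lies at least 3.5 SD above the mean of all wells on their plate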;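 also: 0% = DMSO-treated cells in low-serum medium and 100% = 10% serum control; some compounds called inactive have numbers as strong as hits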
# mIAP block: blocks mouse intestinal alkaline phosphatase | purified mouse IAP, CDP-Star luminescence, 30 min | inhibition, % at 10 µM | hit rate 0.2% among 330,000;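 active = inhibition of at least 40% at 10 µM in the primary screen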;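 also: plate controls were DMSO with enzyme for no effect and no enzyme wells for full effect; values of inactives mirror those of a sister screen read the other way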
# A3G deaminase: blocks human APOBEC3G single-stranded DNA deamination. Q9HC16. recombinant A3G, ssDNA deamination FAM/TAMRA fluorescence. inhibition, % at 20 µM. hit rate 0.28% among 330,000. AID 493012;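 active = inhibition of at least 40% at 20 µM, with no more than 30% in the related APOBEC3A deaminase screen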;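 also: plate controls were DMSO wells with A3G for no effect and wells lacking A3G enzyme for full effect; some compounds called inactive have numbers as strong as hits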
# Target sequence (Q9HC16 whole entry, looked up): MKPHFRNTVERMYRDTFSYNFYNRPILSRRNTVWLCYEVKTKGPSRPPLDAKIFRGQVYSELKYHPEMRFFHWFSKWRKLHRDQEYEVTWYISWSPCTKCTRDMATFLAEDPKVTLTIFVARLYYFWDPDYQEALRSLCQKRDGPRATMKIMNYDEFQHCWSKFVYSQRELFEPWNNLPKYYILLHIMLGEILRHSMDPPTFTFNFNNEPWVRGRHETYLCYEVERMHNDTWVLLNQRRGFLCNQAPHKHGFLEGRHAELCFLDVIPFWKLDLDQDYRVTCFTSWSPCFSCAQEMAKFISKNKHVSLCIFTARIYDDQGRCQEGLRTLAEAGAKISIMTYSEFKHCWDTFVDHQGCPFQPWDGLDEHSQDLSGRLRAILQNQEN
# NALP3 yeast inh: blocks the NALP3 inflammasome reconstituted in yeast | Yeast reconstituted NLRP3/ASC/caspase-1, beta-gal luminescence, 24 h | inhibition, % at 10 µM | hit rate 0.39% among 330,000 | AID 2825;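 active = inhibition of 50% or more; inactive = inhibition below 50%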;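 also: plate controls were induced DMSO wells for no effect and uninduced yeast grown without galactose for full effect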
# tim10-1 inh: tim10-1 yeast growth inhibition | S. cerevisiae tim10-1 ts strain growth, BacTiter-Glo, 24 h | inhibition, % at 20 µM | hit rate 2.2% among 330,000 | AID 463190;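 active = inhibition of at least 40%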;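 also: mutant grown at 25 °C; 0% = DMSO wells with yeast and 100% = wells holding no yeast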
# hIAP inh: human IAP inhibition | AID 2544 | P09923 | hit rate 0.12% among 330,000 | inhibition, % at 10 µM | purified IAP, CDP-Star luminescence, 30 min;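 active = inhibition reaching a set limit with compound at 10 µM in the primary screen, cut at about 35% in these data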;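 also: plate controls were DMSO wells with enzyme for no effect and no-enzyme buffer wells for full effect; values of inactives mirror those of a sister screen read the other way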
# Target sequence (P09923 whole entry, looked up): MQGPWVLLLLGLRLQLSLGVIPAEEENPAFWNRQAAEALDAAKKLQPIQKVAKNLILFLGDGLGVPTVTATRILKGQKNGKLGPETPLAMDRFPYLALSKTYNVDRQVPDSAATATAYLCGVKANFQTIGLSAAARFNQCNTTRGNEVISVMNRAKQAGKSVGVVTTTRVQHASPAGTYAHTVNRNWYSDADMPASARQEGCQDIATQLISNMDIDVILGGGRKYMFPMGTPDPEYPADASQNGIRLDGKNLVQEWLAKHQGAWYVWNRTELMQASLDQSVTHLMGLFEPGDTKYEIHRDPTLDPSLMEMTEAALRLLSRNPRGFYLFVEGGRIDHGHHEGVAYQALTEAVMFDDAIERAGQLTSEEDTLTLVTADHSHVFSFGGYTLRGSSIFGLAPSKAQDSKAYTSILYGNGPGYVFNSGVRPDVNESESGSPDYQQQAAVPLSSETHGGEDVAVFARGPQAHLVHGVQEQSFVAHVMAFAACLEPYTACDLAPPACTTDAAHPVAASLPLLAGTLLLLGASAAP
# mIAP activ: mouse IAP activation; muIAP, CDP-Star luminescence, 30 min; active compounds read high; 1 = vehicle-only enzyme signal, 0 = enzyme-free wells; activation factor at 10 µM; hit rate 0.24% among 330,000; AID 2805;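 active = activation factor of at least 2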; also: the source names both 10 and 20 µM as test concentration; values of inactives mirror those of a sister screen read the other way
#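 System: Mouse IAP enzyme | Also added: CDP-Star substrate | Dosing: Compounds dispensed in DMSO | Schedule: 30 min enzyme-substrate-compound incubation at room temperature | Technique: Chemiluminescence readout | Control set: DMSO-only wells and no-enzyme negative control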
# Numbers without * were called inactive.
SMILES,APOBEC3A inh,TIM10 inh,beta cell repl,mIAP block,A3G deaminase,NALP3 yeast inh,tim10-1 inh,hIAP inh,mIAP activ
CCOc1cc2sc(N3CCC(C(=O)NCCCN4CCCC4=O)CC3)nc2cc1Br,-4,7,-5,1,-8,-3,-3,-17,0.99
O=c1cc(-c2ccc(F)cc2F)[nH]c2ccccc12,6,5,-6,-8,37,18,1,2,1.1
CCOc1ccc(C(=O)N2CCN(Cc3ccccc3)CC2)cc1,1,-13,-3,14,3,23,-3,12,0.86
Cc1ccc2nc(-c3ccc(NC(=O)CN(C)S(=O)(=O)c4ccccc4)cc3)sc2c1,-11,-19,-3,-6,-6,-12,8,-12,1.1
CC(CCc1ccccc1)NC(=O)CN1CCSc2ccccc21 (stereo not drawn),-5,-1,-4,-3,-10,1,-8,1,1
CCOC(=O)CN(C(=O)CNC(=O)c1cccs1)C(C(=O)NC1CCCC1)c1cccnc1 (stereo not drawn),1,0,-2,-4,1,-1,16,12,1
O=C(COC(=O)Cc1ccsc1)Nc1ccc(Br)cc1,3,-12,0,-1,-5,4,-27,-1,1
CCOC(=O)C1CCCN(C(=O)c2cc3c(=O)n(C)c4ccccc4c3n2C)C1 (stereo not drawn),-5,15,2,9,-7,9,29,8,0.91
Cc1ccc(Nc2nc(N)nc(COC(=O)C3=COCCO3)n2)cc1,-4,11,-5,-1,-3,-10,20,1,1
COC(=O)c1ccccc1S(=O)(=O)N1CCC(C(=O)Nc2ccc(N3CCOCC3)cc2)CC1,-3,-2,-1,-5,-7,13,-13,9,1.1
N#Cc1ccc(CN2CCN(C(=O)c3ccc(S(=O)(=O)N4CCCCCC4)cc3)CC2)cc1,-2,12,1,-10,-7,7,13,5,1.1
Fc1cccc(-n2cc(-c3ccccc3)c3c(=S)nc[nH]c32)c1,-4,36,-4,8,-3,8,40*,-31,0.92
C=C1CCN([C@@H](C)C(=O)NCc2ccc(OC)cc2)S(=O)(=O)c2ccccc21,3,-2,-3,-5,-3,13,8,-18,1.1
O=C(/C=C/c1ccc(Cl)c(Cl)c1)N1CCc2ccccc21,4,9,-1,2,-3,6,9,-1,0.98
O=S(=O)(NC1CCCCC1N1CCC(O)CC1)c1ccccc1 (stereo not drawn),1,1,-2,5,-5,14,-6,6,0.95
COc1ccc(NC(=O)c2ccc3c(c2)N(C)CCS3)cc1,-2,-6,0,-3,1,31,4,7,1
COC(=O)c1sccc1N/N=C/c1cccc(OC)c1O,-1,-22,-1,-3,-10,2,2,1,1
COc1ccc(NC(=O)C(CCSC)N2C(=O)c3ccccc3C2=O)cc1 (stereo not drawn),4,11,-3,4,1,-5,17,22,0.96
C[C@H](NC(=O)c1nc[nH]c1C(=O)N1CCN(c2ccccc2)CC1)c1ccccc1,-3,-3,0,-3,-13,-1,14,-31,1
COc1ccc(-c2csc3nc(-c4cccnc4)nc(Cl)c23)cc1OC,3,4,-6,-3,-1,17,3,12,1
CC(C)(C)OC(=O)C[C@@H]1C/C=C\C[C@H](CC(=O)N[C@H](CO)Cc2ccccc2)C(=O)N[C@@H](Cc2ccccc2)COC1=O,-3,3,-5,-23,-7,-1,10,19,1.2
Cc1oc(-c2ccccc2F)nc1CS(=O)(=O)CC(=O)NC(C)CCc1ccccc1 (stereo not drawn),-3,18,-2,1,-2,-7,19,-10,0.99
Cc1ccc2c(c1)C(=O)N(CCCCO)C2=O,-2,0,2,-2,-5,12,1,4,1
C=CC[C@@H]1C=C(C)C[C@H](C)C[C@H](OC)[C@H]2O[C@@](O)(C(=O)C(=O)N3CCCC[C@H]3C(=O)O[C@H](/C(C)=C/[C@@H]3CC[C@@H](O)[C@H](OC)C3)[C@H](C)[C@@H](O)CC1=O)[C@H](C)C[C@@H]2OC,0,73*,0,1,-7,42,77*,-2,0.99
O=C(Cn1nnc2ccccc21)NCc1ccccc1,-10,9,-2,9,-4,-1,-6,-11,0.91
O=C1CCC(=O)N1c1cccc(OS(=O)(=O)c2ccccc2)c1,-7,2,1,2,-9,13,8,-3,0.98
Cc1cccc(OCCNC(=O)c2cccc(Oc3ccc(C(F)(F)F)cc3[N+](=O)[O-])c2)c1,0,16,0,6,-6,9,29,-16,0.94
CCOc1ccccc1NC(=O)C(OC(=O)C1CC1)c1ccccc1 (stereo not drawn),-9,-9,-3,-6,-3,-2,21,1,1.1
Cc1cccc(N2CCCC2=Nc2ccc(Br)cc2C#N)c1,-2,6,-2,-6,-5,16,1,12,1.1
CCOC(=O)c1nn(-c2ccc(C)cc2)cc1O,-5,8,-4,3,-7,29,0,13,0.97
CS(=O)(=O)N1CCN=C1SCc1ccc([N+](=O)[O-])cc1,-4,1,-1,1,-6,5,-7,-16,0.99
CC1(C)CC(=O)c2c(nn(-c3ccccc3)c2-c2ccncc2)C1,2,2,-3,-4,-7,6,46*,-73,1
CC(C)Oc1ccc(S(=O)(=O)N2CCOCC2)cc1NC(=O)C1CCCCC1,-5,1,1,-16,-10,5,6,4,1.2
COc1ccc2nc(NC(=O)C3CCN(S(=O)(=O)c4cccc5nsnc45)CC3)sc2c1,2,40*,-1,11,2,5,19,-4,0.89
Cc1cc(-c2ccc(C)c(S(=O)(=O)Nc3ccc(S(N)(=O)=O)cc3)c2)on1,-7,-3,4,-7,-6,8,-5,0,1.1
CCn1c(SCC(N)=O)nnc1-c1ccc2c(c1)OCO2,-2,2,-1,3,-9,-1,3,16,0.97
CCO[C@@H]1OC(C(=O)N2CCN(Cc3ccccc3)CC2)=C[C@H](C2CC2)[C@H]1CCCO,-3,7,0,0,-4,0,8,3,0.99
O=C(c1ccco1)N1CCN(C(=O)c2cc3sccc3n2Cc2ccccc2)CC1,1,43*,-3,-1,-7,-1,42*,3,1
Cc1onc(-c2ccccc2)c1C(=O)NNC(=S)NC(=O)/C=C/c1ccccc1,-2,-4,0,10,-5,24,0,13,0.9
O=C(OCCN1CCOCC1)c1ccc(O)cc1,-5,-7,0,8,-5,21,-3,3,0.92

# Shown bar-delimited: three of the compounds above.
mol | APOBEC3A inh | TIM10 inh | beta cell repl | mIAP block | A3G deaminase | NALP3 yeast inh | tim10-1 inh | hIAP inh | mIAP activ
CC1(C)CC(=O)c2c(nn(-c3ccccc3)c2-c2ccncc2)C1 | 2 | 2 | -3 | -4 | -7 | 6 | 46* | -73 | 1
CC(C)Oc1ccc(S(=O)(=O)N2CCOCC2)cc1NC(=O)C1CCCCC1 | -5 | 1 | 1 | -16 | -10 | 5 | 6 | 4 | 1.2
COc1ccc2nc(NC(=O)C3CCN(S(=O)(=O)c4cccc5nsnc45)CC3)sc2c1 | 2 | 40* | -1 | 11 | 2 | 5 | 19 | -4 | 0.89

# New compounds follow.
SMILES,APOBEC3A inh,TIM10 inh,beta cell repl,mIAP block,A3G deaminase,NALP3 yeast inh,tim10-1 inh,hIAP inh,mIAP activ
C[C@@H]1CN([C@@H](C)CO)C(=O)c2cc(NC(=O)Nc3ccc(F)cc3)ccc2O[C@@H]1CN(C)Cc1ccc(Oc2ccccc2)cc1,-1,2,-6,-93,-2,20,4,10,1.9
N/C(CC1CC1(Cl)Cl)=N\OC(=O)c1ccccc1 (stereo not drawn),-3,52*,-1,-7,-10,4,35,4,1.1
COc1ccc2nc(Cl)c(/C=N/Nc3ccccn3)cc2c1,5,12,-4,8,-2,11,11,0,0.92
N#CC1=C(N)S[C@H](C(=O)C23CC4CC(CC(C4)C2)C3)[C@H]1c1ccncc1,0,13,-1,-1,-5,0,27,-6,1
CNC(=O)/C(C#N)=C/c1c(N2CCCCCC2)nc2c(C)cccn2c1=O,-4,21,3,6,-6,5,18,16,0.94
CCN1CCN(C(=O)/C=C/c2ccc(C)o2)CC1,-1,4,0,-3,-6,-8,-2,-16,1
CC(C)n1ncc2c(C(=O)NCCc3ccc(F)cc3)cc(C3CC3)nc21,13,-11,-5,14,-3,35,30,-6,0.86
CC(=O)c1ccc(N(CC(=O)NCc2ccc3c(c2)OCO3)C(=O)c2csnn2)cc1,-2,-4,2,9,-7,20,6,11,0.91
CCn1c(CNC(=O)c2cccc(C)c2)nnc1SCC(=O)Nc1cccc(OC)c1,-3,5,-5,11,-7,1,17,13,0.89
CCOC(=O)C(=O)N1c2ccccc2C(N(C(=O)C(=O)OCC)c2ccccc2)CC1C (stereo not drawn),-3,23,3,-1,-3,2,20,4,1
CCSc1nc(N)c(NC(=O)c2ccc(Br)o2)c(=O)[nH]1,1,4,-2,0,-5,9,3,-6,1
COc1ccc(NC(=O)/C=C/c2ccccc2)c([N+](=O)[O-])c1,-3,-6,0,2,-1,26,18,-5,0.98
N#Cc1cccc(C(=O)OCC(=O)NCc2ccco2)c1,-3,-5,-1,0,-6,17,-21,10,1
O=C(COc1ccc(C(=O)NCCc2ccccc2)cc1)Nc1ccccc1,0,-9,-5,4,-6,7,-4,10,0.95
COc1ccc2c(c1OC)C(=O)N1N=C(c3ccc(Cl)cc3)CC21 (stereo not drawn),0,31,0,-1,-6,34,46*,17,1
Cc1ccc(-n2c(-c3ccco3)nc3c(cnn3-c3ccc(C)cc3)c2=O)cc1,-2,-9,1,-13,-5,7,31,-25,1.1
CCCCC(=O)Nc1ccc2c3c(cccc13)C(=O)N2CC,4,-8,-3,-2,-2,10,-4,14,1
O=C(CSc1nnc(-c2ccccn2)o1)Nc1ccccc1Cl,0,-6,-4,5,-7,5,-31,-38,0.95
COC(=O)c1cccc(C23CC4(C2)[C@H](CN(CC2CCCCC2)[C@@H]4c2ccccc2)C3c2ccccc2)c1 (stereo partly drawn),2,6,-8,5,2,17,20,0,0.95
NC(=O)C1CCN(CCC(=O)Nc2cccc(Cl)c2)CC1,-2,-4,-2,2,-3,4,5,-6,0.98
O=C(COC(=O)CNC(=O)c1ccccc1)NCc1ccc2c(c1)OCO2,-1,6,-2,4,-3,11,-12,-16,0.96
COc1ccc(CCNC(=O)CCCOc2ccc(Cl)cc2)cc1OC,0,-1,-1,-5,-2,17,1,26,1
O=C(O)CSc1ccnc2cc(Cl)ccc12,2,-15,-1,2,8,12,-1,2,0.98
O=C(Nc1ccccc1)Nc1scc2c1c(=O)oc1ccccc12,-3,8,0,1,-5,-1,-6,-2,0.99
CC(O)CN1C(=O)C(CC(=O)Nc2ccc(Cl)cc2)SC1=Nc1ccccc1 (stereo not drawn),-5,12,2,-15,-6,18,10,-23,1.1
CCOc1ccc(-c2nc(CN3CCCC(C(=O)N4CCOCC4)C3)c(C)o2)cc1 (stereo not drawn),-2,12,1,10,-7,11,-6,-17,0.9
CCOC(=O)Cn1cc(C#N)c2cccc(CC)c21,4,10,0,-6,-13,15,8,-3,1.1
Cc1ccc(N2C(SCC(=O)O)=NC(=Nc3cccc(C)c3)C23CCCC3)cc1,44*,7,-3,14,5,32,6,-2,0.86
O=C(NNc1cc(C(F)(F)F)ccc1Cl)c1ccc(=O)[nH]c1,-3,-6,0,-3,-3,2,-24,5,1
CC(C)CCNC(=O)CN(Cc1ccccc1)C(=O)CCC(=O)Nc1nccs1,-1,-7,-2,-6,-9,14,-1,-9,1.1
COC(=O)c1ccc(C(=O)N2CCCC(CNC(=O)c3ccccc3Cl)C2)cc1 (stereo not drawn),-7,-2,-1,-3,-5,-2,12,-18,1
CNc1sc(C(=O)c2ccccc2F)c(N)c1-c1nc2ccccc2s1,0,35,-6,11,0,28,46*,-23,0.89
CC(C)OC(=O)/C(=C/c1cccnc1)NC(=O)c1ccccc1,-2,-7,-1,-16,-3,-27,-8,-4,1.2
COc1c(OC)c(O)c2c(=O)cc(-c3c(O)cccc3O)oc2c1OC,-2,-13,2,8,-7,14,-19,6,0.92

# Compound activity deposited in PubChem by Sanford-Burnham Center for Chemical Genomics.
